HTT ATP protect: protects HTT-Q103 PC12 cells, measured by ATP; PC12 HTT-Q103 induced, cytoprotection, ATP luminescence, 40 h; Potency, µM (highest dose often 56.4 µM), for the others: cytoprotection (ATP increase), usual class: activators; 230,000 compounds, 0.14% hits; AID 1471; active means well fitted activation curve with a large enough effect; inconclusive means small, poorly fitted or top-dose-only effect; inactive means no such curve, though single readings can be large or run the other way;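 further: % of control where 0% means no effect; nearly all actives have a fitted effect of over 45% in size; toxic huntingtin expression switched on by the ecdysone agonist tebufenozide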
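Stable PC12 Q103-GFP cells in serum-supplemented, phenol red-free DMEM; induction by tebufenozide at 100 nM final; compound dose series; cell viability quantified luminescently from ATP.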
Starred values were filed as active, the others as inactive; ? = inconclusive; [ ] = remark or other dose. Potency means the concentration at half of the fitted maximal effect.

SMILES	HTT ATP protect
Cc1nn2c(-c3cccc(NC(=O)CN4CCOCC4)c3)nnc2c2ccccc12	-11%
Cc1ccccc1C(=N)c1ccccc1Cc1cccc2ccccc12	4%[10 µM]
O=C(CSc1c2c(nc3ccc(Cl)cc13)CCCC2)N1CCN(C(=O)c2ccco2)CC1	20µM*
CCOC(=O)c1sc(NC(=O)CSc2nnc3c4ccccc4n(CC)c3n2)nc1C	0%
CC(C)[C@H](N=Cc1ccccc1O)C(=O)O	-7%[10 µM]
N=C(N)c1ccc(N=Nc2c(O)ccc3c2[nH]c2ccccc23)cc1	-9%[10 µM]
O=C(O)[C@@H]1[C@@H](C(=O)NCc2cccnc2)[C@@H]2C=C[C@@H]1O2	-4%[10 µM]
O=C(O)c1ccccc1-c1ccccc1C(=O)c1ccccc1	1%[10 µM]
O=C(O)CSSCC(=O)O	6%[10 µM]
Oc1ccc([C@@H]2CNCc3sccc32)cc1O	27%[1.9 µM]
CCOc1ccc(N=Nc2ccc(N)cc2N)cc1	-94%[inhibitor]
CC(=O)Nc1ccc(OC(C)=O)cc1	10%

A draw from above in order of heavy-atom count, highest first.
SMILES	HTT ATP protect
O=C(CSc1c2c(nc3ccc(Cl)cc13)CCCC2)N1CCN(C(=O)c2ccco2)CC1	20µM*
CCOC(=O)c1sc(NC(=O)CSc2nnc3c4ccccc4n(CC)c3n2)nc1C	0%
O=C(O)CSSCC(=O)O	6%[10 µM]

Other entries:
SMILES	HTT ATP protect
OC[C@H](CCc1c[nH]c2ccccc12)c1c[nH]c2ccccc12	13%[10 µM]
O=C(NC(=O)c1ccc(Cl)cc1)Nc1cc(N2CCCCC2)ncn1	-31%[inhibitor][0.074 µM]
Cc1ccccc1S(=O)(=O)O[C@@H]1NS(=O)(=O)c2ccccc21	11%[10 µM]
CN(C)Cc1cc(Cl)c(O)c(CN(C)C)c1	17%[10 µM]
O=C(O)Cc1cc(Cl)ccc1O	-7%[10 µM]
Cc1cccn2c(=O)c3cc(C#N)c(=NC(=O)c4cccnc4)n(CC4CCCO4)c3nc12 (stereo not drawn)	-1%[0.074 µM]
CCCCCCCCCCCCCCCCOC[C@@H](COCC(F)(F)F)OP(=O)(O)OCO	8%[1.9 µM]
O=C(O)CCC(=O)c1ccc(Cl)cc1	-10%[10 µM]
O=C(N/N=C\c1cccc(O)c1)c1ccncc1	-6%[10 µM]
O=C(O)C1CCC(CNc2c(NC3CCCCC3)c(=O)c2=O)CC1 (stereo not drawn)	0%
Cc1ccc(SCN2CCCCC2)cc1 (tested in a mixture with another compound)	8%[10 µM]
CN(C)C(=O)/N=N\C(=O)N(C)C	-18%[1.9 µM]

The list goes on, starting with the last 3 of the part before.
SMILES	HTT ATP protect
O=C(O)C1CCC(CNc2c(NC3CCCCC3)c(=O)c2=O)CC1 (stereo not drawn)	0%
Cc1ccc(SCN2CCCCC2)cc1 (tested in a mixture with another compound)	8%[10 µM]
CN(C)C(=O)/N=N\C(=O)N(C)C	-18%[1.9 µM]
O=C(O)C[CH2][Ge](=[O])[O][Ge](=[O])[CH2]CC(=O)O	-44%[inhibitor]
O=C(/C=C/c1ccccc1)NCCO	?
O=C(/C=C\c1ccc(O)cc1)c1ccc(O)cc1O	5%[1.9 µM]
NNC(=O)c1ccc(OCc2nc3ccccc3[nH]2)cc1	-12%[10 µM]
Cc1nnc(Sc2nc(Sc3nnc(C)s3)nc(N3CCN(C)CC3)n2)s1	-66%[inhibitor][10 µM]
O=C(O)c1cccc(C(=O)O)c1S(=O)Cc1ccccc1 (stereo not drawn)	1%[10 µM]
O=C(C1=C(O)C(=O)N(CCN2CCOCC2)C1c1cccs1)c1cc2ccccc2o1 (stereo not drawn)	-13%[0.074 µM]
CN(C)CCCN1c2ccccc2Sc2cnccc21	12%[10 µM]
CC(=O)NCCCS(=O)(=O)O	6%
O=C(O)c1c(Br)c(Br)c(Br)c(Br)c1C1c2ccc(O)cc2Oc2cc(O)ccc21	-13%[10 µM]
C/C(=N/Nc1ccc2ccccc2n1)c1ccccc1O	-72%[inhibitor][10 µM]
O=C1C=C(Nc2nc(C(=O)O)cc(=O)[nH]2)c2ccccc2C1=O	0%[10 µM]
CS(=O)(=O)c1ccc(/C=N\NC(N)=S)cc1	-9%[10 µM]
O=C(COC(=O)C1CCCN1S(=O)(=O)c1ccc(Cl)cc1)Nc1ccc2c(c1)OCO2 (stereo not drawn)	-11%[10 µM]
CCn1cc(C(=O)O)c(=O)c2cnc(N3CCN(C(=O)Nc4ccccc4)CC3)nc21	-16%[0.074 µM]
CCOC(=O)c1cnc(Nc2nc3ccccc3o2)nc1CSc1nnc(C)s1	-13%
OCCSCc1ccccc1	-12%[10 µM]
CC(C)[C@H](Sc1nc(N)nc2nc[nH]c12)C(=O)O	9%[10 µM]
OC/C=C/c1ccccc1	3%
CS(=O)(=O)Nc1ccc(Nc2c3ccccc3nc3ccccc23)cc1	-41%[inhibitor][10 µM]
O=C(O)/C=C\C(=O)Nc1cccc2c1-c1ccccc1C2=O	-3%[10 µM]
CCCCC1CCC(C(=O)Nc2c(C)n(C)n(-c3ccccc3)c2=O)CC1 (stereo not drawn)	14%[0.074 µM]
COc1ccc(C2c3c(oc4ccccc4c3=O)C(=O)N2CCCN2CCOCC2)cc1 (stereo not drawn)	-6%[0.074 µM]
Cn1c2c(c(=O)n(C)c1=O)C(c1cccc(Br)c1)C1C(=O)c3ccccc3C1=N2 (stereo not drawn)	-25%[10 µM]
CC(C)CN(C[C@@H](OP(=O)(O)O)[C@H](Cc1ccccc1)NC(=O)O[C@@H]1CCOC1)S(=O)(=O)c1ccc(N)cc1	11%
COC(=O)CC[C@@H](C)[C@H]1CC[C@H]2[C@H]3CC[C@H]4C[C@@H]5CC[C@@]4(C)C3(O5)[C@@H](Br)[C@@H](Br)[C@@]12C	-13%[10 µM]
Cc1cc(C)nc(-n2nc(C)cc2NC(=O)c2cc3ccccc3oc2=O)n1	9%[10 µM]
COCC(=O)Nc1cc(Sc2ccccc2)ccc1N=C(NC(=O)OC)NC(=O)OC	-67%[inhibitor]
CN(C(=O)c1ccccn1)c1nnc(-c2ccncc2)s1	-10%[10 µM]
C#C[C@H](N)CCC(=O)O	-4%[1.9 µM]
Nc1nc(-c2ccc3ccccc3c2)cc(-c2cc(-c3ccc4ccccc4c3)nc(N)n2)n1	-7%[10 µM]
O=C(O)c1c[nH]c2cc(OCc3ccccc3)ccc2c1=O	-5%[10 µM]
c1ccc2c(c1)nnn2CN1CCOCC1	14%[10 µM]
Cc1c(Cl)c(S(N)(=O)=O)cc2c1=NC=NS=2(=O)O	15%[10 µM]
CC(C)C[C@@H](NC(=O)[C@@H](Cc1ccccc1)NC(=O)c1cnccn1)B(O)O	-83%[inhibitor]
S=C1NCN2CCN(CC2)CNC(=S)C(=S)NCN2CCN(CC2)CNC1=S	-4%[10 µM]
ON(CCc1ccncc1)Cc1ccccc1	-16%[10 µM]
Clc1ccc(-c2ccc(-c3nn4c(-c5ccco5)nnc4s3)o2)cc1	2%[0.074 µM]
Cc1cc(SCC(=O)c2ccc(Br)cc2)cc(C)[o+]1	0%[10 µM]
COc1cc(C2c3c(oc4c(C)cc(C)cc4c3=O)C(=O)N2Cc2cccnc2)ccc1O (stereo not drawn)	-22%[0.074 µM]
O=C(O)[C@@H](Cc1c[nH]c2ccccc12)C(=O)NO	-14%[10 µM]
CCn1c(SCC(=O)c2cc(OC)ccc2OC)nnc1-c1ccncc1	13%[0.074 µM]
Cc1cc(C)nc(SCCc2cccc[n+]2C)n1	4%[10 µM]
O=C(Cn1nc(-c2ccccc2)ccc1=O)N1CCOCC1	-2%
CCN(CC)CCCN1C(=O)C(O)=C(C(C)=O)C1c1ccc(OC)cc1OC (stereo not drawn)	0%
Cc1cc(-c2cc(C)c(O)c(C(C)(C)C)c2)cc(C(C)(C)C)c1O	8%[10 µM]
CCCCN(CC)CCNS(=O)(=O)c1cccc2cccnc12	23%
C[N+]1(C)[C@@H]2CC(OC(=O)C(O)(c3cccs3)c3cccs3)C[C@H]1[C@@H]1O[C@@H]12 (stereo partly drawn)	22%

Exported as labelled records: part of the list above.
> O=C(O)[C@@H](Cc1c[nH]c2ccccc12)C(=O)NO
  HTT ATP protect = -14%[10 µM]
> CCn1c(SCC(=O)c2cc(OC)ccc2OC)nnc1-c1ccncc1
  HTT ATP protect = 13%[0.074 µM]
> Cc1cc(C)nc(SCCc2cccc[n+]2C)n1
  HTT ATP protect = 4%[10 µM]
> O=C(Cn1nc(-c2ccccc2)ccc1=O)N1CCOCC1
  HTT ATP protect = -2%

Continued.
SMILES	HTT ATP protect
CC(C)(C)c1c2c(c(C(C)(C)C)c3c1OCN(Cc1ccccc1)C3)OCN(Cc1ccccc1)C2	1%[10 µM]
Cc1nc2nc(-c3ccccc3)nn2c(C)c1Cl	-12%[0.074 µM]
COc1ccc2noc3c2c1C(=O)c1ccccc1-3	-5%
Nc1ncnc2c1ncn2[C@@H]1CCCO1	5%[1.9 µM]
OC[C@H]1O[C@@](CO)(O[C@H]2O[C@H](CO)[C@@H](O)[C@H](O)[C@H]2O)[C@@H](O)[C@@H]1O	11%
CC(C)=N[C@H](C(=O)O)C(C)(C)S	-3%[10 µM]
CC(C)(C[C@@]1(C)NC(=O)NC1=O)OCc1ccccc1	12%[10 µM]
Cc1ccc(C(=O)O[C@@H](C(=O)O)[C@@H](OC(=O)c2ccc(C)cc2)C(=O)O)cc1 (tested in a mixture with another compound)	-21%[1.9 µM]
Nc1ncnc2c1nc(Sc1ccc(Cl)cc1)n2[C@@H]1O[C@H]2COP(=O)(O)O[C@@H]2[C@H]1O	-17%[1.9 µM]
Cc1ccc(C2=Nc3ccccc3S[C@@H](c3cccc([N+](=O)[O-])c3)C2)cc1	19%[10 µM]
CC(C)(C)OC(=O)[C@H]([C@@H]1N[C@@H](C(=O)O)C(C)(C)S1)N1C(=O)c2ccccc2C1=O	1%[10 µM]
CC(CN(C)C)CN1c2ccccc2Sc2ccc(C(F)(F)F)cc21 (stereo not drawn)	-28%
OC1CC2CC[C@H](C1)N2CCCN1c2ccccc2Sc2ccc(Cl)cc21 (stereo partly drawn)	-4%[10 µM]
CC(C)(N=NC(C)(C)C1=NCCN1)C1=NCCN1	5%[10 µM]
CCCOc1ccc(N2C(=O)CC(NCCCN3CCC(C(N)=O)CC3)C2=O)cc1 (stereo not drawn)	-6%
N[C@@H](C(=O)O)[C@H](O)C(=O)O	24%[1.9 µM]
Cc1cc(C(C)(C)C)c(OCCCN2CCOCC2)c(C(C)(C)C)c1	-20%[10 µM]
Cc1nnc2c3ccccc3c(-c3ccccc3)nn12	-47%[inhibitor][0.074 µM]
Cc1ccc(-c2nnc3c4ccccc4c(C)nn23)cc1S(=O)(=O)N1CCN(C)CC1	-30%[0.074 µM]
CCn1c2ccccc2c2nnc(SCN3C(=O)c4ccccc4C3=O)nc21	1%[10 µM]
c1ccc2c[n+](Cc3ccnc4ccccc34)ccc2c1	-7%[10 µM]
CCN(Cc1nc2ccccc2c(=O)[nH]1)Cc1cc(=O)oc2cc(C)c(C)cc12	-18%[10 µM]
COc1ccc(N2CCN(c3nc4c(c(=O)[nH]c(=O)n4C)n3Cc3ccccc3Cl)CC2)cc1	-3%
O=C(O)C[C@H](NC(=O)CP(=O)(O)O)C(=O)O.[NH-][C@@H]1CCCC[C@@H]1[NH-].[Pt]	2%[10 µM]

Six of the compounds above, bar-delimited:
molecule | HTT ATP protect
Cc1nnc2c3ccccc3c(-c3ccccc3)nn12 | -47%[inhibitor][0.074 µM]
Cc1ccc(-c2nnc3c4ccccc4c(C)nn23)cc1S(=O)(=O)N1CCN(C)CC1 | -30%[0.074 µM]
CCn1c2ccccc2c2nnc(SCN3C(=O)c4ccccc4C3=O)nc21 | 1%[10 µM]
c1ccc2c[n+](Cc3ccnc4ccccc34)ccc2c1 | -7%[10 µM]
CCN(Cc1nc2ccccc2c(=O)[nH]1)Cc1cc(=O)oc2cc(C)c(C)cc12 | -18%[10 µM]
COc1ccc(N2CCN(c3nc4c(c(=O)[nH]c(=O)n4C)n3Cc3ccccc3Cl)CC2)cc1 | -3%

Other records follow:
SMILES	HTT ATP protect
O=c1c2ccccc2oc2cc(O)c([C@@H]3COC[C@@H](CO)[C@@H](O)[C@@H](O)[C@H]3O)c(O)c12	-7%
N[C@@H](Cc1ccnnc1)C(=O)O	-12%[10 µM]
COCCN1C(=O)C(=O)/C(=C(/O)c2ccc(OCC(C)C)cc2)C1c1cccnc1 (stereo not drawn)	3%[0.074 µM]
CCOC(=O)C1=C(C)NC(C)=C(C(=O)OCC)C1c1ccccc1C=CC(=O)OC(C)(C)C	-344%[inhibitor]
C[Se]CC[C@H](N)C(=O)O	-1%
COC(=O)c1ccc2c(=O)n(CCC3=CCCCC3)c(SCC(=O)N3CCCC3)nc2c1	-15%[0.074 µM]
CC(=O)C1=C(O)C(=O)N(CCN2CCOCC2)C1c1ccc(N(C)C)cc1 (stereo not drawn)	-11%[0.074 µM]
CC1(C)[C@@H](O)CC[C@@]2(C)[C@H]1CC[C@]1(C)[C@H]2C(=O)C=C2[C@@H]3C[C@@](C)(C(=O)O)CC[C@]3(C)CC[C@@]21C	-5%
CC(C)[C@H](Nc1ncnc2nc[nH]c12)C(=O)O	-17%[10 µM]
O=C(O)[C@H](/C=C\c1ccccc1)c1ccccc1	-5%[10 µM]
Cc1ccn2c(CCc3nnc4cc(C)ccn34)nnc2c1	-7%[10 µM]

Not all compounds are listed (hit frequency here may not be typical).
